# USP28 inh = human USP28 deubiquitinase inhibition; 47,000 tested, 3% active; inhibition, % at 25 µM; Q96RU2; purified USP28, Ub-rhodamine cleavage fluorescence, 30 min; AID 1645857
# USP7 inh = blocks human USP7 ubiquitin-rhodamine cleavage; AID 1645854; inhibition, % at 20 µM; purified USP7, Ub-rhodamine cleavage fluorescence; 47,000 tested, 0.3% active; Q93009
# USP10 block = inhibitors of human USP10 deubiquitinase; purified USP10, Ub-rhodamine fluorescence, 60 min; inhibition, % at 20 µM; 47,000 tested, 1.1% active; AID 1645856
# UCHL1 inh = human UCHL1 deubiquitinase inhibition. P09936. purified UCHL1, Ub-rhodamine cleavage fluorescence. inhibition, % at 20 µM. 47,000 tested, 0.2% active
# USP17 block = human USP17-like deubiquitinase inhibition; A8MUK1; purified USP17, Ub-rhodamine cleavage fluorescence, 3 h; inhibition, % at 50 µM; 47,000 tested, 6.5% active
# Target sequence (A8MUK1 whole entry, looked up): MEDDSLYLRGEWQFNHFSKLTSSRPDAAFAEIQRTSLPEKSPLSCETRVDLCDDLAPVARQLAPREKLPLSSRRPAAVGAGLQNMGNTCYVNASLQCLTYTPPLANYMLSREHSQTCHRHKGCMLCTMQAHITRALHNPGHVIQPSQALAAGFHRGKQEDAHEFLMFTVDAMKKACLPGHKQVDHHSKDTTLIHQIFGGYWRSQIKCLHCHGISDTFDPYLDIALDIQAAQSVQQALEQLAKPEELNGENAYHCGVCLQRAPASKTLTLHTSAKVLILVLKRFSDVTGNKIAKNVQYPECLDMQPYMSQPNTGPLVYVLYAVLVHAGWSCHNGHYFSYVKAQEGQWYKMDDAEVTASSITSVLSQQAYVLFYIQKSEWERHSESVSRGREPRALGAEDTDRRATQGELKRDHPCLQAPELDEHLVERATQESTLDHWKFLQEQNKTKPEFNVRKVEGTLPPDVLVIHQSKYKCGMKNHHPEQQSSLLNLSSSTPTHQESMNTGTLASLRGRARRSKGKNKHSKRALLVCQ
# USP30 inh = inhibitors of human USP30 deubiquitinase; AID 1645860; inhibition, % at 25 µM; purified USP30, Ub-rhodamine cleavage fluorescence; 47,000 tested, 5.3% active
# OTUD3 inh = inhibitors of human OTUD3 deubiquitinase | Q5T2D3 | purified OTUD3, Ub-rhodamine fluorescence, 2 h | inhibition, % at 25 µM | 47,000 tested, 0.7% active | AID 1645858
# USP8 inh = inhibitors of human USP8 deubiquitinase. purified USP8, Ub-rhodamine cleavage fluorescence, 30 min. inhibition, % at 20 µM. 47,000 tested, 4.2% active. AID 1645853
# * hit, by the source's call. No stated cut-off is given here; in the data, active means inhibition above about 30%; inactive means the rest.
USP28 inh	OTUD3 inh	USP17 block	USP10 block	USP7 inh	UCHL1 inh	USP30 inh	USP8 inh	structure
-2.6	4.5	5.5	6.4	10.0	1.6	-10.4	1.7	c1csc(CNc2nnc(-c3nc(C4CC4)no3)c3ccccc23)c1
-1.1	3.9	-2.4	0.8	2.9	3.7	8.0	-41.0	Clc1ccc2c(NCC3CCCO3)ncnc2c1 (stereo not drawn)
13.0	12.1	21.7	16.0	3.5	-2.2	48.1*	7.6	Cc1cccc(NC(=O)Cn2c(=O)n(CC(=O)NCCc3ccccc3)c(=O)c3ccccc32)c1C
-8.1	-2.6	-7.6	1.6	1.4	0.1	7.5	3.1	C[C@@H]1C(=O)CC[C@H]1C(=O)O
-4.2	0.1	-5.6	-5.9	1.9	0.1	-1.1	-0.3	COc1noc(C2CCN(C(=O)Nc3ccc(F)cc3)CC2)c1C
-12.0	-7.8	-12.8	-10.7	-0.6	-3.9	-56.5	-17.2	Cc1ccc(-c2nc(C(N)=O)c3[nH]c(=O)n(CCc4ccccc4)c3n2)o1
9.8	3.3	-2.2	-3.2	-3.0	-0.1	-7.0	7.5	CC1CCCCN1CCCNC(=O)Nc1ccc(Cl)cc1 (stereo not drawn)
-23.0	-11.1	-19.2	1.9	-5.8	-2.3	-30.0	-9.6	O=C(c1ccccn1)N(c1ccc(Oc2ccccc2)cc1)c1nc2ccccc2s1
7.7	10.4	0.1	-1.3	-13.5	0.6	19.9	1.9	O=C(CSc1nccn1C1CCCCC1)Nc1ccccc1
0.1	-2.4	-3.4	1.0	-26.7	-0.8	-12.4	-3.5	O=C1COc2ccccc2C(=O)N1Cc1ccccc1Cl
-6.0	-0.3	-4.4	-0.3	-0.1	-0.9	-5.2	0.4	Cc1cccc(C(=O)NCc2nnc(SCC(=O)N3CCOCC3)n2C)c1
2.2	2.4	6.0	0.2	-0.4	0.9	-0.6	8.4	CC(CNC(=O)c1ccccc1)NC(=O)c1ccccc1 (stereo not drawn)
96.8*	92.2*	94.4*	79.5*	-51.2	48.2*	81.7*	90.6*	CCc1[nH]c(=O)cc2cc(OC)c(OC)cc12
-4.5	-7.6	-29.4	-3.5	-3.1	-4.1	-84.3	-12.6	O=C1Nc2ccc(S(=O)(=O)N3CCCC3C(=O)O)c3cccc1c23 (stereo not drawn)
-6.6	-3.7	-12.8	-4.0	-1.6	-1.5	-12.5	-168.7	O=C(NC1CCC1)c1ccc2nnc(C3CCN(Cc4ccccc4)C3)n2c1 (stereo not drawn)
-0.1	12.2	-34.9	0.0	3.5	1.0	10.3	-279.3	Cc1cc(C)cc(NC(=O)Cc2c(C)nc(-c3ncccn3)[nH]c2=O)c1
-5.3	-5.0	-9.2	-0.8	-3.2	-2.9	-14.9	-9.7	O=C(NCC(c1ccco1)N1CCCC1)c1ccccc1Cl (stereo not drawn)
-73.9	-63.9	-31.8	-9.1	-28.2	-18.7	-243.1	37.1*	CC1CCc2c(sc(N)c2C(=O)NC2CCCC2)C1 (stereo not drawn)
-15.3	-13.1	-59.1	-3.6	0.0	-3.5	-24.4	-273.1	O=C(NCc1cccnc1)[C@H]1CC[C@@H]2[C@@H](CCN2Cc2ccco2)O1
-21.3	-14.5	-33.3	-4.5	-4.8	-6.1	-105.2	-11.4	Cn1c(N2CCCC(C(=O)NCCN3CCCC3)C2)cc(=O)n(C)c1=O (stereo not drawn)
16.2	13.5	13.6	2.9	-1.7	0.3	12.9	19.1	COc1cccc(-c2cncc(C3CN(S(=O)(=O)N4CCCC4)CCO3)n2)c1 (stereo not drawn)
1.2	-3.7	20.5	3.2	3.6	0.3	-23.0	1.6	CC(=C/C(C)C/C=C/C(C)=C/C(C)C(=O)C(C)C(O)C(C)C/C(C)=C/C(=O)O)/C=C/C1OC(=O)C=CC1C (stereo not drawn)
8.4	13.6	16.2	-3.0	3.6	1.8	17.0	24.8	CCOc1ccc2c(c1)c(=O)c1cccnc1n2Cc1ccccc1C
-5.0	0.2	5.0	0.7	4.5	0.2	6.6	2.0	CC(C)NC(=O)Cn1cc(-c2nc(-c3cnccn3)no2)ccc1=O
-4.4	-14.7	-18.1	-4.7	-17.9	-4.4	-28.3	-6.1	Cc1ccc(NC(=O)C2=CCN(Cc3ccc(F)cc3)CC2)cc1
11.4	15.9	-4.0	2.0	5.3	3.8	20.0	-104.0	CCc1cnc(N2CCC3(CC2)CCN(c2cncnc2)C3=O)nc1
84.2*	83.3*	70.1*	1.6	0.0	0.6	89.7*	-3.5	CC1NC(=O)C(CC(N)=O)NC(=O)C(C(C)O)NC(=O)C(C(C)C)NC(=O)C(C(C)C)NC(=O)C(NC(=O)CC(O)CCCCCCCCCCCCN=C(N)N)C(C)OC1=O (stereo not drawn)
9.7	4.7	11.0	5.4	-6.6	6.5	14.0	3.1	O=C(NCc1ccc(Cl)cc1)c1ccc(-c2ccc(F)cc2)o1
5.5	0.5	-7.0	-2.8	-0.8	0.1	-4.8	-22.4	COc1ccc(C(=O)N2CCC3(C2)C(=O)Nc2ccccc23)cc1 (stereo not drawn)
10.2	9.0	7.6	-1.1	2.3	0.1	18.8	23.9	O=C(CC(NCc1cccnc1)C(=O)O)Nc1cccc(O)c1 (stereo not drawn)
-24.5	-18.8	-12.3	-6.4	-5.3	-3.9	-77.9	-22.0	COCC(=O)N1Cc2ccccc2N(C)C(Cc2ccccc2)C1 (stereo not drawn)
-10.5	10.4	-19.1	-6.6	0.6	-1.5	-59.5	-129.8	O=C(Nc1ccccc1)NS(=O)(=O)c1ccc2oc(-c3cccnc3)nc2c1

# 4 entries out of the list, ordered by molecular weight, highest first:
USP28 inh	OTUD3 inh	USP17 block	USP10 block	USP7 inh	UCHL1 inh	USP30 inh	USP8 inh	structure
-6.6	-3.7	-12.8	-4.0	-1.6	-1.5	-12.5	-168.7	O=C(NC1CCC1)c1ccc2nnc(C3CCN(Cc4ccccc4)C3)n2c1 (stereo not drawn)
-4.4	-14.7	-18.1	-4.7	-17.9	-4.4	-28.3	-6.1	Cc1ccc(NC(=O)C2=CCN(Cc3ccc(F)cc3)CC2)cc1
-5.3	-5.0	-9.2	-0.8	-3.2	-2.9	-14.9	-9.7	O=C(NCC(c1ccco1)N1CCCC1)c1ccccc1Cl (stereo not drawn)
96.8*	92.2*	94.4*	79.5*	-51.2	48.2*	81.7*	90.6*	CCc1[nH]c(=O)cc2cc(OC)c(OC)cc12

# In the list so far, these have a COOH group.
USP28 inh	OTUD3 inh	USP17 block	USP10 block	USP7 inh	UCHL1 inh	USP30 inh	USP8 inh	structure
-8.1	-2.6	-7.6	1.6	1.4	0.1	7.5	3.1	C[C@@H]1C(=O)CC[C@H]1C(=O)O
-4.5	-7.6	-29.4	-3.5	-3.1	-4.1	-84.3	-12.6	O=C1Nc2ccc(S(=O)(=O)N3CCCC3C(=O)O)c3cccc1c23 (stereo not drawn)
1.2	-3.7	20.5	3.2	3.6	0.3	-23.0	1.6	CC(=C/C(C)C/C=C/C(C)=C/C(C)C(=O)C(C)C(O)C(C)C/C(C)=C/C(=O)O)/C=C/C1OC(=O)C=CC1C (stereo not drawn)
10.2	9.0	7.6	-1.1	2.3	0.1	18.8	23.9	O=C(CC(NCc1cccnc1)C(=O)O)Nc1cccc(O)c1 (stereo not drawn)

# Carrying on.
USP28 inh	OTUD3 inh	USP17 block	USP10 block	USP7 inh	UCHL1 inh	USP30 inh	USP8 inh	structure
11.2	5.6	14.3	-2.1	1.8	0.9	5.4	14.4	O=C(O)C1CCC(=O)N1Cc1cccs1 (stereo not drawn)
-19.1	-11.8	13.9	-0.8	-0.3	0.4	-7.6	-0.5	O=S(=O)(c1ccc(-c2noc(COc3ccccc3)n2)cc1)N1CCOCC1
6.8	18.7	8.4	1.0	0.2	1.6	6.0	-1.0	Cc1cc(C2CCCN2C(=O)Cc2ccccc2Cl)no1 (stereo not drawn)
-4.1	-1.0	3.3	0.4	-21.2	-0.2	3.7	-18.7	Cc1nn(-c2ccc(F)cc2)cc1-c1noc(C(=O)NCC2CCCO2)n1 (stereo not drawn)
